# Screening results deposited in PubChem by National Center for Advancing Translational Sciences (NCATS).
# BLM inh – qHTS Assay for Inhibitors of Bloom's syndrome helicase (BLM); RecQ-like DNA helicase BLM (Homo sapiens), P54132; 350,000 tested, 0.2% active; AID 2528, 2010; recombinant BLM DNA unwinding, fluorescence dequenching; Potency, µM (series often up to 56.1 µM), for the others: at the top dose activity change, negative = inhibition, usual class: inhibitors;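 also: plate controls were vehicle for no effect and no enzyme for full effect; nearly all actives have a fitted effect of over 35% in size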
# Pol kappa inh – qHTS for Inhibitors of Polymerase Kappa; 400,000 tested, 0.53% active; purified Pol kappa, fluorescent DNA synthesis assay, 10 min; Potency, µM (top dose mostly 107 µM), for the others: top-dose activity, negative = inhibition, actives largely listed as inhibitors; AID 588579, 2011; DNA polymerase kappa (Homo sapiens), Q9UBT6; also: % is scaled to controls: 0 for no effect and ±100 for the full control effect
# Target sequence (Q9UBT6 whole entry, looked up): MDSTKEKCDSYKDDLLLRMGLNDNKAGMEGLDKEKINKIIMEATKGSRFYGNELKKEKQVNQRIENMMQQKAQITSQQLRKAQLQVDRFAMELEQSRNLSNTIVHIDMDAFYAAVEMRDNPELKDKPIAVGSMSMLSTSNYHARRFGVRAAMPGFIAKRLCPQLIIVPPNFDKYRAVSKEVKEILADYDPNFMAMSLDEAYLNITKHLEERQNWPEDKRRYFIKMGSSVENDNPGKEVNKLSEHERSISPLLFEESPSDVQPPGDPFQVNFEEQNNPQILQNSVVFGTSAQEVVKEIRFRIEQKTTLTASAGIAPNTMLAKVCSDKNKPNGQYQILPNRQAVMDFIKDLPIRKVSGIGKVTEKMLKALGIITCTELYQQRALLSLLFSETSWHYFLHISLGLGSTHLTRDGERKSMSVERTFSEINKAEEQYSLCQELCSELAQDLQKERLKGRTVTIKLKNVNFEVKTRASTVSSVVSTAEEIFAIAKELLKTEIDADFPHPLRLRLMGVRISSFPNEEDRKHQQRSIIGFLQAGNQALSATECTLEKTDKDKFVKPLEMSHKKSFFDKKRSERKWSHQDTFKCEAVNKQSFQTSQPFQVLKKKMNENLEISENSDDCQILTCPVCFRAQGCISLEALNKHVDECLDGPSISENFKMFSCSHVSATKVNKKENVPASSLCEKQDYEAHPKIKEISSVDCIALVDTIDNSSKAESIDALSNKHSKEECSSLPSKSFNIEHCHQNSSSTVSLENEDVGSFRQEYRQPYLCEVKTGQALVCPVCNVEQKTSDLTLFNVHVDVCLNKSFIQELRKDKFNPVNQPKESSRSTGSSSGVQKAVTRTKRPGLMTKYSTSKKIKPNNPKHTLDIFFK
#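 Activity was followed as the change in fluorescence between reads at 0 and 10 min after starting the reaction with 50 nM substrate. Beforehand, 10 nM polymerase had been preincubated with compound for 15 min at room temperature.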
# BAZ2B inh – qHTS Assay for Inhibitors of BAZ2B. Bromodomain adjacent to zinc finger domain protein 2B (Homo sapiens), Q9UIF8. AlphaScreen BAZ2B-H3K14Ac peptide displacement. Potency, µM (series often up to 114 µM), for the others: at the highest dose activity change, negative = inhibition, hits mostly inhibitors. 360,000 tested, 4.4% active. AID 504333, 2011; also: % is scaled to controls: 0 for no effect and ±100 for the full control effect; nearly all actives have a fitted effect of over 60% in size
#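 AlphaScreen displacement: compounds (up to 110uM) incubated 30 min at room temperature with a preformed 50 nM BAZ2B/50 nM biotinylated H3K14Ac peptide complex in PBS pH 7.4 with Tween-20. Donor and acceptor beads at 10 ug/mL final added, 20 min light-protected before reading.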
# Anesthetic bind – qHTS Assay for Identification of Novel General Anesthetics. apoferritin/1-aminoanthracene competitive binding, fluorescence. Potency, µM (doses to about 77.5 µM), for the others: top-dose activity change, negative = displacement, hits mostly inhibitors. AID 485281, 2010. 350,000 tested, 0.074% active. Ferritin light chain (Equus caballus), P02791; also: % is scaled to controls: 0 for no effect and ±100 for the full control effect; nearly all actives have a fitted effect of over 20% in size
# Target sequence (P02791 2-175 limits assumed): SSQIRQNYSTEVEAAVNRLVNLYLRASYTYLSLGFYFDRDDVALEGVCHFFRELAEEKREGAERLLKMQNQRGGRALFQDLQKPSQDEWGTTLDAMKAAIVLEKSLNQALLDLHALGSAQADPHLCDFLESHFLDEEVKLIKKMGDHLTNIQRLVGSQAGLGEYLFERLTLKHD
#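 Read-out: endpoint 1-AMA fluorescence, excitation 380 nm and emission 535 nm, after compounds sit 10 min at room temperature with 10 uM horse-spleen apoferritin in 50% saturated 1-AMA/PBS. Values come from four-parameter Hill fits.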
# Pol iota inh – qHTS for Inhibitors of Polymerase Iota; 390,000 tested, 1% active; Potency, µM (titrated, usually from 115 µM), for inactives: top-dose activity, negative = inhibition, usual class: inhibitors; DNA polymerase iota (Homo sapiens), Q9UNA4; Pol iota fluorescent replication assay, 10 min
#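 Pol iota at 10 nM preincubated 15 min with compounds at room temperature; reaction started with fluorescent substrate, 50 nM final. Fluorescence read kinetically at 0 and 10 min; buffer-only wells as negative control.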
# G9a inh – qHTS Assay for Inhibitors of Histone Lysine Methyltransferase G9a | 350,000 tested, 8.8% active | G9a H3K9 monomethylation, AlphaScreen, 2 h | Potency, µM (titrated, usually from 102 µM), for the others: at the top dose activity, negative = inhibition, hits mostly inhibitors | AID 504332, 2011; also: % is scaled to controls: 0 for no effect and ±100 for the full control effect; nearly all actives have a fitted effect of over 75% in size
#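 Enzyme 20 nM + cpd, 15 min RT; add b-H3K9 pep 500 nM / SAM 20 uM; 2 h RT; anti-H3K9me1 Ab 0.5 ug/mL + SA donor / anti-rabbit acceptor beads 20 ug/mL each, 10 min; AlphaScreen read.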
# APE1 inh – qHTS Assay for Inhibitors of the Human Apurinic/apyrimidinic Endonuclease 1 (APE1) | DNA repair nuclease/redox regulator APEX1 (Homo sapiens), P27695 | recombinant APE1, TAMRA/BHQ-2 abasic DNA cleavage fluorescence | Potency, µM (series often up to 65.8 µM), inactives show at the highest dose activity change, negative = inhibition, hits mostly inhibitors | 350,000 tested, 0.35% active | AID 2517, 2012;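 also: plate controls were vehicle for no effect and reference inhibitor for full effect; nearly all actives have a fitted effect of over 55% in size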
#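 APE1 at 0.75 nM preincubated 15 min at room temperature with compound. Reaction then started with 50 nM double-stranded THF-abasic substrate labelled with TAMRA/BHQ-2, and 525/598 nm fluorescence read kinetically. Activity taken as third-minus-first read difference, normalized to DMSO and NSC13755 controls.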
# POLB inh – qHTS Assay for Inhibitors of DNA Polymerase Beta. Potency, µM (top dose mostly 114 µM), inactives show at the top dose activity change, negative = inhibition, actives largely listed as inhibitors. AID 485314, 2010. 340,000 tested, 1.3% active. Pol beta primer extension/strand displacement, fluorescence kinetic; also: % is scaled to controls: 0 for no effect and ±100 for the full control effect
#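 Human Pol beta at 10 nM; strand-displacement substrate 50 nM final. Compound exposure 15 min at room temperature before start, reaction 10 min at room temperature.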
# Pol eta inh – qHTS for Inhibitors of Polymerase Eta | DNA polymerase eta (Homo sapiens), Q9Y253 | recombinant Pol eta, fluorescent DNA replication assay | Potency, µM (titrated, usually from 114 µM), for inactives: at the highest dose activity change, negative = inhibition, most hits filed as inhibitors | 390,000 tested, 1.2% active | AID 588591, 2011; also: % is scaled to controls: 0 for no effect and ±100 for the full control effect
#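 Pol eta (10 nM) was preincubated with compounds for 15 min at room temperature, after which fluorescent replication substrate (50 nM final) was added to start the reaction. Fluorescence was read kinetically at 0 and 10 min.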
# * marks the source's active call; other numbers are inactive results; ? = inconclusive; · = no result given; & = joins results of further samples; [ ] = dose if it differs, or a comment. Calls follow the shape of the dose curve; as a rule, active = well fitted curve in the direction sought with a large enough effect; inconclusive = small, poorly fitted or top-dose-only effect, or another doubt; inactive = no such curve, though single readings can be large; an effect the other way counts as inactive or inconclusive. Potency is read from the fitted curve at half-maximal effect.
SMILES,BLM inh,Pol kappa inh,BAZ2B inh,Anesthetic bind,Pol iota inh,G9a inh,APE1 inh,POLB inh,Pol eta inh
CC(C)(C)C1CCC(=NNC(=O)c2ccc(Br)o2)CC1 (centres undefined),4%,-5%,-4%,2%,136%[activator],3%,3%,16%,-18%
Cc1ccc(C(=O)OC(C)C(=O)N(C)C2CCCCC2)cc1S(=O)(=O)N1CCCCC1 (centres undefined),·,-3%,9%,·,39%[activator],-2%[59 µM],-10%,·,-22%
CCS(=O)(=O)N1CCc2cc(C(=O)NCCc3ccc(OC)c(OC)c3)ccc21,-3%,-2%,-7%,0%,-10%,?,·,23%,-1%
CC(=O)N1N=C(c2ccncc2)OC12CCCCCC2,3%,1%,10%,4%,-5%,-3%[59 µM],-2%,43%,4%
Cn1nccc1C(=O)Nc1ccc(Cl)cc1,-3%,0%,-5%,-16%,4%,44%[12.7 µM],16%,30%,-6%
Cc1[nH]c2ccccc2c1C(=O)C(=O)N1c2ccccc2CC1C (centres undefined),-11%,-5%,1%,?,16%,112%[activator],16%,-2%,-27%
CCCCN(CCCC)S(=O)(=O)c1ccc(NC(=O)c2cccs2)cc1,-16%,-22%,7%,?,-7%,24%,-3%,?,-19%
CCOc1ccc2nc(NCCNC(=O)C(C)C)c(C)cc2c1,3%,-3%,4%,-10%,17%,-13%[59 µM],5%,1%,1%
Cn1c(SCC(=O)c2ccc(F)cc2)nnc1-c1cccnc1,-4%,-9%,-1%,-6%,63%[activator],5%,17%,35%,1%
COc1ccc(N2CC(NC(=O)c3cccs3)CC2=O)cc1 (centres undefined),2%,-7%[60.1 µM],3%,-14%,18%,3%[59 µM],·,1%,9%
O=C(Cn1cnc2ccccc2c1=O)Nc1cccc(S(=O)(=O)N2CCCCC2)c1,1%,-12%,12%,?,-1%,7%,?,?,20%
Cc1cccc(C)c1Nc1c(-c2ccccc2O)nc2ncccn12,-10%&-5%,-4%&3%,-3%,-8%&-19%,-2%&11%,-8%[12.7 µM],21%,3%&18%,-17%&-9%
CCCCCCn1nc(C(=O)OCC(=O)NC2CCS(=O)(=O)C2)c2ccccc2c1=O (centres undefined),-11%,4%,·,-14%,5%,1%,-3%,30%,-10%
O=S(=O)(c1ccccc1)N1N=C(c2ccc(Cl)cc2)CC1c1ccco1 (centres undefined),·,-12%,0%,·,4%,45µM*,-17%,·,-5%
CNC(=O)c1cc2c(s1)-c1ccccc1CC2,-4%,-6%,-26%,-12%,25%,8%[59 µM],3%,-14%,-21%
CN1CCC(OC(c2ccccc2)c2ccccc2)CC1,6%,4%,4%,-2%,0%,-36%[2.33 µM],3%,8%,0%
CCOC(=O)c1[nH]c2ccc(OCC)cc2c1NC(=O)CN1CCN(c2ccccn2)CC1,-10%,-17%,-36%,42%[activator],6%,?,8%,7%,-15%
Cc1noc(C)c1S(=O)(=O)N1CCN(c2ccccc2)CC1,-1%,-6%,35%[activator],2%,6%,10%,-6%,39%,-1%
CC1CCN(S(=O)(=O)c2cccc(C(=O)N(C)C3(C)CCS(=O)(=O)C3)c2)CC1 (centres undefined),2%&1%,8%,-1%&1%,2%&-7%,0%&3%,18%,-13%,5%&6%,-4%&2%
O=C(O)CCc1nn2c3ccccc3n(Cc3ccccc3F)c2nc1=O,3%,-8%,-11%,-5%,118%[activator],-3%,2%,2%,-15%
CC(Oc1ccc(F)cc1F)C(=O)/C=C/N(C)C (centres undefined),2%,-12%,-5%,-18%,-8%[58.9 µM],25%[59 µM],-9%,1%,-3%
O=C(c1cc2cc([N+](=O)[O-])ccc2oc1=O)N1CCN(c2ncccn2)CC1,-5%,-1%,-4%,-6%,?,-10%,11%,25%,-2%
Cc1cc(-n2nc(C)cc2C)n2nc(C)c(-c3ccc(Cl)cc3)c2n1,-11%,2%,11%,-10%,-7%,9%[59 µM],1%,-13%,-8%
CC(=O)Nc1ccc(S(=O)(=O)Nc2cccc(-c3ccc(N4CCC(C)CC4)nn3)c2)cc1,-15%,-13%[60.1 µM],-18%,-13%,-3%,-21%[59 µM],·,10%,-16%
COc1ccc(OCCC(=O)N2CCCCC2)cc1,-2%,-1%,12%,-1%,79%[activator],6%[59 µM],2%,12%,-6%
COc1ccc(-c2cc(C(F)(F)F)n3ncc(C(=O)O)c3n2)cc1OC,0%,-36%,-28%,-7%,?,-38%[59 µM],1%,0%,9%
CCOc1ccc(C2=CSC3=NCCN23)cc1Cl,-4%,-13%,-24%,?,102%[activator],·,-9%,-2%,-8%
Cc1ccc(-c2nn3c(-c4cccc(Cl)c4)nnc3s2)cc1,-2%,·,2%,-8%,·,25%[59 µM],-1%,2%,·
Cc1ccc2c(c1)CN1CN2Cc2cc(C)ccc21,-1%,-2%,8%,-10%,11%,-11%[59 µM],13%,4%,-11%
O=C(NC1CCN(Cc2ccccc2)CC1)c1c(Cl)cccc1Cl,-1%,2%,-2%,-6%,5%,11%,51%[activator],-14%,6%

# As entered above.
# O=C(NC1CCN(Cc2ccccc2)CC1)c1c(Cl)cccc1Cl in BAZ2B inh = -2%
# Cc1cc(-n2nc(C)cc2C)n2nc(C)c(-c3ccc(Cl)cc3)c2n1 in G9a inh = 9%[59 µM]

# More entries follow.
SMILES,BLM inh,Pol kappa inh,BAZ2B inh,Anesthetic bind,Pol iota inh,G9a inh,APE1 inh,POLB inh,Pol eta inh
O=C(Nc1ccc(SC(F)F)cc1)c1cc(-c2cccs2)on1,-5%,-10%,-15%,14%,0%,1%[59 µM],·,-24%,3%
Cc1ccc(-n2c(=O)c3c(cnn3C)n(Cc3ccccc3F)c2=O)cc1,-3%,-5%,-12%,-5%,-14%,-23%[59 µM],·,25%,-6%
OCCNc1nc(-c2ccccc2)c2cc(Cl)ccc2n1,-8%,8%,0%,195%[activator],45%[activator],100%[activator],-1%,-13%,-25%
CCOc1ccc(CNC(=O)c2ccc(Sc3ccc(Cl)cc3)c(NC(C)=O)c2)cc1OC,-10%&-12%,-11%[60.1 µM],?,1%&-10%,?,9%&8%[59 µM],-3%,13%&-27%,6%&-22%
COc1ccccc1OCCNC(=O)C1CC(=O)N(c2ccc3c(c2)OCCO3)C1 (centres undefined),·,-3%,3%,·,26%,8%,15%,·,-19%
COC(=O)c1cc(NC(=O)c2nn(C)c(=O)c3ccccc23)cc(C(=O)OC)c1,-3%,-16%,-38%,-9%,9%,24%[12.7 µM],-1%,42%,0%
CCOC(=O)c1cccc(NC(=O)c2cc3c(=O)n(Cc4ccccc4)ccc3nc2C)c1,-9%,0%,-2%,?,-22%,4%[59 µM],·,2%,-14%
COc1ccc(CNC(=O)CCc2c(C)nc3ncnn3c2C)cc1,0%,1%,15%,-9%,-8%,-31%[59 µM],-6%,99%,-7%
CN1CCN(C(=O)c2cnn(-c3ccccc3)c2NC(=O)c2ccccc2F)CC1,-1%,-6%,-16%,-8%,16%,-42%,2%,-2%,-17%
CCc1noc(C)c1C(=O)Nc1ncc(C)s1,-2%,-1%,-3%,-4%,22%,?,3%,-1%,0%
C/C(=C/C(=O)Nc1cccc(F)c1)N1CCCC1,1%,-1%,-5%,-9%,40%[activator],-35%,-6%,0%,-19%
COc1ccccc1N1CCN(S(=O)(=O)c2cnc[nH]2)CC1,1%,-14%,9%,-4%,12%,-49%,-6%,15%,-5%
O=[N+]([O-])c1ccc(S(=O)(=O)CC(CN2CCOCC2)N2CCOCC2)cc1 (centres undefined),-5%,4%,14%,-2%,-2%,56µM*,-7%,0%,-3%
C[C@H](CO)N1C[C@H](C)[C@@H](CN(C)S(=O)(=O)c2cccs2)Oc2ccc(NC(=O)Nc3ccc4c(c3)OCO4)cc2C1=O,·,-2%,·,·,26%,·,23%,·,-10%
Cc1cc(NC(=O)C(C)SCC(=O)Nc2nnc(CC(C)C)s2)no1 (centres undefined),·,1%,-3%,·,34%[activator],1%,32%,·,-8%
O=C(NCc1ccccc1Cl)C(=O)NCC(c1cccs1)S(=O)(=O)c1ccccc1 (centres undefined),-2%,-16%[60.1 µM],-6%,-9%,7%,7%[59 µM],·,-1%,-8%
O=C(/C=C/c1ccccc1)Nc1cccnc1Oc1ccccc1F,-12%,-4%,-17%,-9%,8%,6%,-2%,1%,-7%
Nc1nnc(SCC(=O)c2ccco2)s1,-12%,-2%,2%,-16%,-4%,9%[0.501 µM],0%,?,1%
COc1ccc(-c2[nH]c(-c3ccc(SC)cc3)nc2SCC(=O)Nc2nccs2)cc1,-5%,0%,-38%,60%[activator],-14%,-16%[59 µM],-9%,14%,-8%
CCCCn1cc(S(=O)(=O)c2ccc(Cl)cc2)c(=O)c2cc(F)c(N3CCCC(C)C3)cc21 (centres undefined),-3%,-7%,6%,52%[activator],?,-2%[59 µM],·,1%,-8%
Cn1c(SCC(=O)Nc2ccccc2)nc2c([nH]c3ccccc32)c1=O,-3%,-10%,-9%,-5%,?,0%,9%,38%,-2%
O=C(CN1C(=O)c2ccccc2C1=O)Nc1sc2c(c1C(=O)NCc1ccco1)CCCC2,-11%,-29%,4%[57.1 µM],-14%,?,-41%[59 µM],1%,1%,?
COCCNC(=O)c1ccc2c(=O)n(CCc3ccccc3)c(SCC(=O)CC(=O)OC)nc2c1,-7%,-9%,1%,?,-16%,1%[59 µM],·,1%,-6%

# Only part of the results is shown. The share of hits here may be higher or lower than overall.
